Bioassay records (PubChem)
CaV13 FRET inh = Primary screen for inhibitors of IQ motif and Ca2+-dependent inactivation inhibitor domain binding in CACNA1D, Förster resonance energy transfer in living cells, … | 340,000 compounds, 0.098% hits | inhibition, % at 12.3 µM | HEK cells, CFP/YFP FRET ICDI-IQ, plate reader, 10 min; percent FRET-ratio fall versus neutral wells;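 active = mean replicate inhibition of at least 30% and at least 1% of replicates passing that level; inconclusive = only one of the two criteria is met; inactive = neither criterion is met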;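 also: 0% = median of the neutral control wells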
NR2E3 ag-1 = agonists of human nuclear receptor NR2E3 | 320,000 compounds, 0.12% hits | GST-NR2E3/biotin-RetCOR TR-FRET, 1536-well | Q9Y5X4 | AID 2300 | inhibition of corepressor binding, % at 4.78 µM;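 active = percent inhibition above the cutoff of mean plus 3 SD of all tested compounds, set per screening campaign, cut at about 20% in these data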;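 also: 0% = DMSO wells and 100% = biotin wells as full block of FRET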
Target sequence (Q9Y5X4 whole entry, looked up): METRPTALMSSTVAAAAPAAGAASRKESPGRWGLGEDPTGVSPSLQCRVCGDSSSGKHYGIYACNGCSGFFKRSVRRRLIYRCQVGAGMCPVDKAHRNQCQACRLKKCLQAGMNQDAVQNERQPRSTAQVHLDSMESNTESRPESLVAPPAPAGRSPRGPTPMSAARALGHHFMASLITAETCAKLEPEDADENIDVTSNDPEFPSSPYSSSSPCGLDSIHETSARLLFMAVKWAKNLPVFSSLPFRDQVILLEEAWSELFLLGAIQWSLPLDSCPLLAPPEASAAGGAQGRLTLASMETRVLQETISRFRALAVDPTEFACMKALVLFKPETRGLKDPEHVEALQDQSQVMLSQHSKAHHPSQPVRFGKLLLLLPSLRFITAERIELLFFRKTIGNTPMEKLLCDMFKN
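System: GST-tagged NR2E3 plus biotinylated RetCOR corepressor; Buffer or medium: pH 7.5 Tris-based buffer; Probe or stimulus: RetCOR corepressor, biotinylated, 7 nM; Doses: compound at 4.8 µM, single dose; Schedule: 5 h incubation at 4 °C; Technique: time-resolved FRET; Evaluation: percent inhibition of TR-FRET ratio; Replication: one well per compound, singlicate testing.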
HIF-2a inh = inhibitors of HIF-2a; 786-0 RCC cells HIF-2a reporter, luciferase luminescence, overnight; inhibition, % at 18.8 µM; 360,000 compounds, 0.72% hits;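 active = inhibition of the luminescence signal of 40% or more relative to plate controls, in a single-dose primary screen at 18.75 µM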
PDI turbidity = blocks human protein disulfide isomerase activity | P07237 | PDI insulin aggregation turbidity, A650, 90 min | inhibition, % at 10 µM | 350,000 compounds, 0.052% hits;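 active = mean inhibition across replicates of 30% or more, whatever share of single replicates reach that level; inconclusive = mean inhibition below 30% while every single replicate reaches 30%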;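 also: absorbance from insulin aggregation driven by PDI reduction with DTT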
Target sequence (P07237 whole entry, looked up): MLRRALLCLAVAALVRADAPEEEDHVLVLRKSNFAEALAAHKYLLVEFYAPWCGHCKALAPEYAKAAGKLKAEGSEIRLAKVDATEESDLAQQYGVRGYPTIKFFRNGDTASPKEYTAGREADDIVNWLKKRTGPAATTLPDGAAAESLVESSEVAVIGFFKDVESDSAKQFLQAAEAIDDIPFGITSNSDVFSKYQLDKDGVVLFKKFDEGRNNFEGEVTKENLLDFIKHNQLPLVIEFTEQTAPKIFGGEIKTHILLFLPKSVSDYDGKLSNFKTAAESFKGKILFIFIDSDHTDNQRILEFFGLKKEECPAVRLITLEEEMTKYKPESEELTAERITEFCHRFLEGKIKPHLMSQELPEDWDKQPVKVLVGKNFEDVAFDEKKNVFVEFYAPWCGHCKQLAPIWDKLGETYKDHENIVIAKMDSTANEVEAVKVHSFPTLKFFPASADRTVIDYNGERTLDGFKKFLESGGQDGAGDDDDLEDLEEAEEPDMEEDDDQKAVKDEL
CF NFkB block = inhibitors of cystic fibrosis induced NF-kB. KKLEB NF-kB-GFP reporter, PAF-induced, GFP fluorescence overnight. inhibition, % at 5 µM. 360,000 compounds, 0.86% hits;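 active = at least 50% inhibition at 5 µM, scaled per plate between neutral and stimulator controls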;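 also: PAF is a Pseudomonas aeruginosa culture filtrate used as stimulus; plate controls were PAF-stimulated DMSO wells for no effect and unstimulated DMSO wells for full effect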
NR2E3 ag-2 = human photoreceptor-specific nuclear receptor agonism | Q9Y5X4 | CHO-S Gal4-NCOR/VP16-NR2E3 two-hybrid, luciferase | inhibition of corepressor binding, % at 3.98 µM | 360,000 compounds, 0.35% hits | AID 602229;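 active = inhibition above the mean of all tested compounds plus 3 SD, cut at about 70% in these data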;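 also: 0% = DMSO with NR2E3 transfected cells and 100% = cells lacking NR2E3 construct; higher means lower luciferase signal from less NR2E3 corepressor binding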
Shn3 inh set2 = reduces Shn3 3'UTR luciferase signal in osteoblasts; Clone20 osteoblast Shn3 3'UTR firefly luciferase, 24 h; inhibition, % at 12.5 µM; 360,000 compounds, 0.52% hits; AID 588674;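 active = mean inhibition of at least 75% with every replicate also reaching 75%; inconclusive = mean inhibition at least 75% but some replicate below; inactive = mean inhibition below 75%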;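 also: 0% = median of neutral control wells and 100% = pilot-screen positive control compound; some compounds past the cut are filed as inactive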
TRPM1 prom inh = inhibitors of MITF-driven TRPM1 promoter in melanoma cells; inhibition, % at 12.5 µM; AID 488899; 330,000 compounds, 0.83% hits; SK-MEL-5 TRPM1 promoter luciferase, 24 h;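 active = mean inhibition across replicates of 60% or more, whatever share of single replicates reaches that level; inconclusive = some that reach 60%, reason not given; inactive = mean inhibition across replicates below 60%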; also: values of inactives mirror those of a sister screen read the other way
Peg3 prom inh = Peg3 promoter activity inhibition; HeLa PEG-Prom luciferase reporter, luminescence, overnight; inhibition, % at 20 µM; 360,000 compounds, 1.7% hits; AID 588405;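 active = inhibition of at least 50% at 20 µM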
KKLEB cytotox = CF airway cell cytotoxicity counter-screen | KKLEB CF airway cells viability, ATPlite luminescence, overnight; active compounds read low; cells stimulated with P. aeruginosa culture filtrate | activity change (cytotoxicity), % at 5 µM | 360,000 compounds, 0.36% hits;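 active = corrected activity change at or below -50% at 5 µM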
Vif inh = inhibitors of HIV Vif; HEK293T cells, Vif self-association by quenched fluorescence, imaging, 24 h; inhibition, % at 7.49 µM; 340,000 compounds, 0.35% hits; in the data active = inhibition above about 50%, passing the limit was not always enough; inconclusive = no clear call, values can overlap the other calls; inactive = below about 31%; also: some results filed as inactive read as strong as hits
Numbers without * were called inactive; ? = inconclusive; / = no result given. The order is random; overall some 3.3% were active at least once.

No.	smiles	CaV13 FRET inh	NR2E3 ag-1	HIF-2a inh	PDI turbidity	CF NFkB block	NR2E3 ag-2	Shn3 inh set2	TRPM1 prom inh	Peg3 prom inh	KKLEB cytotox	Vif inh
1	O=C(NCc1cccc(Br)c1)C1CC(c2ccccc2[N+](=O)[O-])=NO1 (stereo not drawn)	-4	0	11	-1	-15	-32	-13	3	4	-16	/
2	COC(=O)N1c2ccccc2C=Cc2ccccc21	-6	5	18	0	-2	-21	-2	3	28	4	-2
3	C/C(=N\NS(=O)(=O)c1ccc(C)cc1)c1ccc(Br)s1	-6	2	8	5	-23	-4	-1	0	17	13	1
4	CCOC(=O)c1cccc(OCC(O)CNCCOc2ccccc2F)c1 (stereo not drawn)	-4	-2	5	-20	-7	-17	-8	5	-1	0	5
5	Cc1nn(Cc2ccc(Cl)cc2)c(C)c1NC(=O)/C=C/c1cnn(C)c1	-6	-1	8	6	8	14	3	4	-14	0	2
6	COc1ccc(Cl)cc1NC(=O)CSc1nc(NS(=O)(=O)c2ccc(C)cc2)cc(=O)[nH]1	-3	6	3	-27	11	29	7	4	-5	-1	-11
7	Cc1ccccc1OCC(=O)Nc1cnn(CCCC(=O)O)c1	-3	5	10	-12	-13	-22	-15	16	6	2	1
8	CC(=O)Nc1ccc(NC(=O)C(C)OC(=O)CNC(=O)c2sc3ccccc3c2Cl)cc1 (stereo not drawn)	-4	3	13	-11	4	3	-22	13	-5	6	-2
9	Cc1c(Cc2ccccc2)c(=O)oc2cc(OCC(=O)N[C@@H](Cc3ccccc3)C(=O)O)ccc12	/	5	-13	/	-15	14	-3	/	-8	-5	9
10	Cc1ccccc1Cn1c([N+](=O)[O-])cnc1C	-8	3	-8	11	10	-17	-23	0	-8	3	0
11	O=C(CSc1nnc(Cc2cccs2)n1CCc1ccccc1)N1CCCc2ccccc21	-6	0	9	5	8	-1	8	11	38	2	-5
12	Cc1ccc(S(=O)(=O)Nc2c(C)n(C)n(-c3ccccc3)c2=O)cc1C(=O)NCc1ccccc1	-5	2	3	-4	-27	-20	-10	2	10	-20	13
13	c1ccc(CNc2c3c(nc4ncnn24)CCCC3)nc1	-5	-2	8	-4	-11	-12	-16	7	12	0	0
14	O=C(Cn1cnc2c(NCc3ccccc3)ncnc21)NCCc1cc2ccccc2[nH]1	-8	/	22	-9	-5	6	7	10	5	-5	/
15	CO/N=C/C=C1/N(C)c2ccccc2C1(C)C	-7	0	13	-1	-6	-11	1	7	2	-2	1
16	Cc1cc(NC(=O)CON=C(N)CC(=O)Nc2ccccc2Cl)ccc1Br	-6	/	-4	11	12	-6	2	11	16	-11	6
17	COc1ccc(/C=C/C(=O)Oc2cc(O)cc(O)c2)cc1	-3	0	7	8	-18	-16	-17	-11	3	-1	1
18	CC(C)(C)OC(=O)N(CC1CCNCC1)C(=O)c1[nH]c(C(F)(F)F)nc1-c1ccccc1	-7	/	15	/	10	-13	8	/	1	-7	/
19	COc1ccc(N(CC(=O)Nc2cc(C)on2)S(=O)(=O)c2cc(C)ccc2C)cc1	-5	0	10	-4	-3	-4	10	6	27	-4	-16
20	CCOc1ccc2nc(Cl)c(C3CC(c4ccccc4)=NN3C(=O)c3cccs3)cc2c1 (stereo not drawn)	2	0	19	1	13	-9	8	2	55*	-3	/
21	Fc1ccc(-c2nnc3n2CCCCC3)cc1	-4	6	3	9	13	-5	-11	8	9	8	-12
22	O=C(C#Cc1ccccc1)c1ccc([N+](=O)[O-])cc1	-5	/	40*	-3	20	-13	95*	69*	108*	-4	?
23	O=C1NC(=O)C(CC(=O)N(c2ccccc2)C2(C(=O)NC3CCCC3)CCCCC2)N1 (stereo not drawn)	/	2	14	10	-2	-5	-2	7	13	11	1
24	NC(=O)CNc1n[nH]c(=S)[nH]c1=O	-3	2	15	-11	-12	4	2	8	-9	0	6
25	CC1(C)CC(=O)C2=C(C1)OC(N)=C(C#N)C2C#Cc1ccccc1 (stereo not drawn)	-3	4	-27	4	6	-15	-20	2	-67	-4	/

Compound profiles, as listed above. Order of screens: CaV13 FRET inh	NR2E3 ag-1	HIF-2a inh	PDI turbidity	CF NFkB block	NR2E3 ag-2	Shn3 inh set2	TRPM1 prom inh	Peg3 prom inh	KKLEB cytotox	Vif inh
COc1ccc(N(CC(=O)Nc2cc(C)on2)S(=O)(=O)c2cc(C)ccc2C)cc1 as listed: -5	0	10	-4	-3	-4	10	6	27	-4	-16
CC1(C)CC(=O)C2=C(C1)OC(N)=C(C#N)C2C#Cc1ccccc1 (stereo not drawn) as listed: -3	4	-27	4	6	-15	-20	2	-67	-4	/

Rewritten field by field: four of the compounds above
3: C/C(=N\NS(=O)(=O)c1ccc(C)cc1)c1ccc(Br)s1
  CaV13 FRET inh = -6; NR2E3 ag-1 = 2; HIF-2a inh = 8; PDI turbidity = 5; CF NFkB block = -23; NR2E3 ag-2 = -4; Shn3 inh set2 = -1; TRPM1 prom inh = 0; Peg3 prom inh = 17; KKLEB cytotox = 13; Vif inh = 1
17: COc1ccc(/C=C/C(=O)Oc2cc(O)cc(O)c2)cc1
  CaV13 FRET inh = -3; NR2E3 ag-1 = 0; HIF-2a inh = 7; PDI turbidity = 8; CF NFkB block = -18; NR2E3 ag-2 = -16; Shn3 inh set2 = -17; TRPM1 prom inh = -11; Peg3 prom inh = 3; KKLEB cytotox = -1; Vif inh = 1
19: COc1ccc(N(CC(=O)Nc2cc(C)on2)S(=O)(=O)c2cc(C)ccc2C)cc1
  CaV13 FRET inh = -5; NR2E3 ag-1 = 0; HIF-2a inh = 10; PDI turbidity = -4; CF NFkB block = -3; NR2E3 ag-2 = -4; Shn3 inh set2 = 10; TRPM1 prom inh = 6; Peg3 prom inh = 27; KKLEB cytotox = -4; Vif inh = -16
15: CO/N=C/C=C1/N(C)c2ccccc2C1(C)C
  CaV13 FRET inh = -7; NR2E3 ag-1 = 0; HIF-2a inh = 13; PDI turbidity = -1; CF NFkB block = -6; NR2E3 ag-2 = -11; Shn3 inh set2 = 1; TRPM1 prom inh = 7; Peg3 prom inh = 2; KKLEB cytotox = -2; Vif inh = 1

Carrying on.
No.	smiles	CaV13 FRET inh	NR2E3 ag-1	HIF-2a inh	PDI turbidity	CF NFkB block	NR2E3 ag-2	Shn3 inh set2	TRPM1 prom inh	Peg3 prom inh	KKLEB cytotox	Vif inh
26	N=C1C(c2ccccc2)=C(O)CN1c1ccccc1	7	1	11	-5	10	-7	-16	2	5	-7	-5
27	COCc1nnc(NC(=O)COc2ccc3c(c2)OCO3)s1	-3	4	-26	-1	14	15	-6	4	-11	-6	-3
28	CC(=O)Nc1cccc(-c2nnc(SCC(=O)N3CCCCC3)n2C)c1	/	-4	0	-6	3	11	11	-6	-10	7	-2
29	Cc1ccc(-c2nc(CN(Cc3cnn(C)c3)C(C)C)c(C)o2)o1	7	4	12	3	-10	-18	-7	-7	2	9	-2
30	COc1ccc(C(=O)Nc2ccc(Cl)cc2C(=O)NCCO)cc1	-8	-6	-9	-3	-8	10	12	-3	9	9	-2
31	CCn1c(SCC(=O)c2ccc(C)cc2)nnc1-c1ccncc1	-4	2	-1	4	-8	-14	25	8	-10	-8	2
32	Cc1ccc(NC(=S)/N=C(\N)Nc2nc(C)c3cc(C)ccc3n2)c(C)c1	/	5	-15	6	-35	37	10	17	30	10	-6
33	CC(=O)Nc1ccc(OCC(=O)c2cc(C)ccc2C)cc1	-6	8	8	-13	4	-7	5	1	3	5	7
34	Cc1cccc(/N=C/c2nc(-c3ccccc3Br)oc2O)n1	-5	-6	-20	-4	17	-27	9	-57	-6	-6	-12
35	Cc1ccc(C(=O)CNc2ccccc2)cc1	-19	2	-109	-1	-26	-22	-51	-58	-100	4	7
36	CCCCN(C(C)=O)c1c(CC)nc2ccc(C(=O)NCc3cccs3)cn12	-10	/	5	17	-3	7	6	/	6	-5	-5
37	N#Cc1ccccc1NC(=O)CSC1=Nc2ccccc2C2CC=NN12 (stereo not drawn)	-5	2	9	-3	-8	5	20	18	16	16	-5
38	Cc1ccc2c(=O)c(C(=O)c3ccc(F)cc3)cn(CC(=O)NCc3ccco3)c2n1	-7	0	6	0	-2	-31	15	9	3	-3	0
39	CCc1cc(=O)oc2cc(C)cc(OCC(=O)NCCCN3CCOCC3)c12	-6	2	1	-6	-3	11	9	-9	-5	-6	11
40	Cc1ccc(S(=O)(=O)N2CCC(C(=O)N[C@@H](C)C(=O)NCC3CCCO3)CC2)cc1 (stereo partly drawn)	-4	-3	15	0	-2	-6	-6	-6	-3	-5	6
41	COc1ccc(-c2nn(-c3ccccc3)cc2CN2CCCO2)c(F)c1	-7	1	11	-4	10	-25	11	3	-3	11	0
42	COc1ccc(-c2noc(CCN3C(=O)c4ccccc4C3=O)n2)cc1OC	-7	0	-4	-10	8	-10	-15	-10	-12	-4	5
43	Cc1nn(C)cc1NC(=O)c1cc2nc(-c3ccco3)cc(C(F)(F)F)n2n1	-21	-4	15	2	4	22	-3	-3	-3	4	-8
44	CCCNC(=S)Nc1ccc(Cl)cc1Cl	/	0	-22	5	-7	-41	4	9	-9	-1	13
45	COc1cc(SC)ccc1C(=O)Nc1c(C)cccc1C	-2	-3	-22	5	16	-11	-2	-4	-9	-7	-11
